Source: PubChem (National Center for Advancing Translational Sciences (NCATS))
Tb PYK inh: inhibitors of Trypanosoma brucei pyruvate kinase; Q57TT1; AID 624173; actives 0.12% (n = 410,000); Potency, µM (highest dose often 76.8 µM), for inactives: at the top dose activity, negative = inhibition, hits mostly inhibitors; TbPYK enzyme, Kinase-Glo Plus ATP luminescence, 45 min; further: potency means the concentration at half of the fitted maximal effect; on the % scale 0 is the no-effect control and ±100 the full control effect; nearly all actives have a fitted effect of over 50% in size
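Assay buffer: 50 mM TEA pH 7.2, 100 mM KCl, 10 mM MgCl2, 0.05% BSA, 0.01% Tween-20. Pyruvate kinase from T. brucei plus substrate met compound, then ADP (130 uM final). Luminescence was read post 45 min RT.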
Pf growth 48h: P. falciparum growth inhibition at 48 hours (one generation); P. falciparum luciferase growth in erythrocytes, 48 h; Potency, µM (top dose mostly 28.7 µM), inactives show at the top dose activity change, negative = inhibition, usual class: inhibitors; actives 5.9% (n = 310,000); AID 504832; further: potency means the concentration at half of the fitted maximal effect; on the % scale 0 is the no-effect control and ±100 the full control effect
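A one-generation exposure of luciferase-tagged malaria parasites in RPMI 1640/Albumax erythrocyte culture, 37 C and 5% CO2. Inhibition is inferred from decreased luminescence after adding detection reagent.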
LmPK inhibitor: LmPK (Leishmania mexicana) enzyme inhibition | Q27686 | purified LmPK, Kinase-Glo ATP luminescence, 1 h | Potency, µM (doses to about 57.5 µM), without a hit: at the top dose activity change, negative = inhibition, actives largely listed as inhibitors | actives 0.37% (n = 290,000) | AID 1721; further: potency means the concentration at half of the fitted maximal effect; on the % scale 0 is the no-effect control and ±100 the full control effect
Target sequence (Q27686 whole entry, looked up): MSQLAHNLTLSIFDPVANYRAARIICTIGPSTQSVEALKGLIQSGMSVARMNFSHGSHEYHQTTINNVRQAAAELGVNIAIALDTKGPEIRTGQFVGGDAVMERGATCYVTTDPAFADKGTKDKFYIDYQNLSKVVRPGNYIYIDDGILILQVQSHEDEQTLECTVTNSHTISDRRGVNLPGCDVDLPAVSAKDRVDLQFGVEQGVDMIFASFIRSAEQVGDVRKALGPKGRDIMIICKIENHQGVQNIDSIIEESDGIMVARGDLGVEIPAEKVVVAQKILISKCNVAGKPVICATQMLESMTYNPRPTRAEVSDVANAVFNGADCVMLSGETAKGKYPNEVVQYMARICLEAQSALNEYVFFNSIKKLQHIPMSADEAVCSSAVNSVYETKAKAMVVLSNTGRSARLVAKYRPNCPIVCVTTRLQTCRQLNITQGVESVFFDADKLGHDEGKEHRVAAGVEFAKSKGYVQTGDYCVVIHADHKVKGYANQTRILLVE
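Purified LmPK (0.1 nM) converted ADP (0.1 mM) to ATP with PEP (0.5 mM) in imidazole buffer pH 7.2 with KCl and MgCl2, 1 h at room temperature. ATP was read by Kinase-Glo luminescence; data normalized to uninhibited and no-enzyme controls.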
AMA1-RON2 inh: inhibitors of Plasmodium falciparum AMA1-RON2 interaction; AlphaScreen AMA1-biotinylated RON2 peptide binding; Potency, µM (highest dose often 58.2 µM), inactives show at the top dose activity change, negative = inhibition, usual class: inhibitors; AID 720542; actives 0.2% (n = 360,000);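 further: potency means the concentration at half of the fitted maximal effect; 0% = vehicle wells and -100% = peptide control; nearly all actives have a fitted effect of over 45% in size; some results filed as inactive show a strong effect at the top dose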
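AMA1 (3D7) with his tag at 25 nM final met compounds first, then biotinylated RON2 peptide at 25 nM; detection used donor plus acceptor beads, 10 µg/mL apiece, read by AlphaScreen after 30 min at room temperature.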
CHX counter: counter-screen for Shiga toxin inhibitors: cycloheximide protein synthesis inhibition | cell reporter, cycloheximide protein synthesis inhibition counterscreen | max response, % | actives 12% (n = 300,000) | AID 2314; in the data active means max response mostly above about 13%, no sharp cut-off; inactive means mostly below about 14%; further: read at 38.3 µM for the half of the compounds with a filed dose; 0% is about no effect
Pf growth 96h: P. falciparum growth inhibition at 96 hours; AID 504834; actives 6.9% (n = 320,000); Potency, µM (highest dose often 28.7 µM), for inactives: at the highest dose activity change, negative = inhibition, usual class: inhibitors; P. falciparum luciferase reporter growth, 96 h; further: potency means the concentration at half of the fitted maximal effect; on the % scale 0 is the no-effect control and ±100 the full control effect
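Erythrocytes infected with luciferase-expressing P. falciparum were dispensed at 2% hematocrit and 0.05% parasitemia (final), then incubated with compounds 96 hours at 37 C in 5% CO2. Luminescence after detection reagent addition reported growth.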
Shiga inhibitor: Shiga toxin inhibition; Vero cells, Shiga toxin protein synthesis inhibition reporter; inhibition, % at 38.7 µM; actives 9.2% (n = 290,000); in the data active means inhibition mostly above about 28%, no sharp cut-off; inactive means mostly below about 43%; further: 0% is about no effect
* = called active by the depositor; ? = inconclusive; · = not tested or not shown; [ ] = remark or other dose. Unless noted, the call rests on the fitted dose curve; in most records, active means well fitted curve in the direction sought with a large enough effect; inconclusive means small, poorly fitted or top-dose-only effect, or another doubt; inactive means no such curve, though single readings can be large; an effect the other way counts as inactive or inconclusive.

SMILES	Tb PYK inh	Pf growth 48h	LmPK inhibitor	AMA1-RON2 inh	CHX counter	Pf growth 96h	Shiga inhibitor
CC1Oc2ccccc2C=C1/C=N/NC(=O)[C@@H](C)NC(=O)OC(C)(C)C (some centres undefined)	-1%	?	6%	17%	-2	?	10
CC1C=CC(C)C(C(=O)O)C1C(=O)O (centres undefined)	9%	2%	-11%	-6%	-1	13%[5.75 µM]	19
CCn1nnc2c(=O)oc3ccccc3c21	4%	-26%	-2%	24%	-1	4.1µM*	-10
Cc1ccc2nc(-c3ccc(NC(=O)Cc4cccs4)cc3)[nH]c2c1	-4%	?	-6%	-8%	30*	4.1µM*	75
CN(C)N1C(N)=C(C#N)C(c2cccnc2)C2=C1CCCC2=O (centres undefined)	-2%	-17%	1%	-20%	-1	13µM*	-8
CC(OC(=O)c1nccnc1N)C(=O)Nc1ccc(S(=O)(=O)N2CCCC2)cc1 (centres undefined)	-4%	-15%	·	-4%	·	-7%	·
N#Cc1ccc(OCC(=O)N2CCN(S(=O)(=O)c3cccc(Cl)c3)CC2)cc1	9%	?	·	20%	·	9.3µM*	·
COc1cc(C(=O)CSc2nnc(-c3ccc(O)cc3)n2CC2CCCO2)ccc1NC(C)=O (centres undefined)	-12%	11%	1%	0%	3	·	-14
Cc1nnc(C)n1/N=C/c1ccc(C(=O)O)cc1	-2%	-6%	3%	-7%	5	·	11
O=C(Nc1cccc(-c2cc3ccccc3oc2=O)c1)c1ccc(Br)o1	-13%	26%	7%	-4%	-2	?	-2
O=C(CCN1C(=O)[C@H]2CC=CC[C@H]2C1=O)NCc1nc(-c2ccccc2)no1	0%	14%	-2%	0%	6	-15%	25
CCOC(=O)c1sc(NC(=O)CN2CCCC2)c(C(=O)OCC)c1C	3%	8%	0%	36%[activator]	-3	134%[activator]	-5
O=C(Cc1ccccc1F)Nc1nc(-c2cccs2)cs1	2%	57%[activator]	-2%	-1%	37*	?	50*
O=C(Nc1nccs1)c1ccc(-c2ccc([N+](=O)[O-])cc2)o1	-3%	-13%	-5%	36%[activator]	26*	-14%	120*
O=C(NCc1ccccc1)Nc1cccn(Cc2ccc(Cl)cc2)c1=O	3%	26%	-2%	4%	11	46%[activator]	-9
CSc1cccc(NC(=O)C2C3C=CC4(O3)C2C(=O)N(CCCN2CCOCC2)C4C(=O)NC2CCCCC2)c1 (centres undefined)	-5%	-17%	7%	-4%	-4	16%	29
C/C(=N\NC(=S)Nc1c(C)cccc1C)c1ccc(O)cc1	-12%	-24%	6%	72%[activator]	0	0%	-10
O=C(NC1CCN(C(=S)Nc2ccc(F)cc2)CC1)c1ccco1	-3%	-4%	-3%	11%	-4	10%	21
c1ccc(CN2CCN(c3ncnc4c3[nH]c3ccccc34)CC2)cc1	6%	0.93µM*	7%	-19%	5	0%	-10
Cc1c[n+]([O-])cc(C)c1Oc1ccccc1	-1%	-13%	·	27%	·	70%[activator]	·
Nc1nc(-c2ccc(Br)cc2)cc(C(F)(F)F)n1	-3%	·	8%	6%	0	-16%	-5
Cc1cc(C)cc(N(CCC#N)C(=O)COC(=O)c2ccccc2SCC(=O)N2CCCC2)c1	0%	?	-8%	5%	1	12µM*	9
CC(C)CCCC(C)N (centres undefined)	0%	-1%	·	·	·	-7%	·
O=c1c(-c2ccco2)[n+]([O-])c2ccccc2n1OCc1c(F)cccc1F	0%	47%[activator]	-1%	-23%	-2	97%[activator]	8
Cc1ccc(S(=O)(=O)CCC(=O)OCc2ccc(S(=O)(=O)C(C)C)cc2)cc1	6%	-16%	2%	5%	-4	-21%	15
Next part
SMILES	Tb PYK inh	Pf growth 48h	LmPK inhibitor	AMA1-RON2 inh	CHX counter	Pf growth 96h	Shiga inhibitor
Fc1ccc(-c2csc3[n+]2CCS3)cc1	1%	10µM*	8%	1%	1	4.1µM*	-4
Cn1c(=O)[nH]c(=O)c2c1nc1n2CC(COc2ccc3ccccc3c2)O1 (centres undefined)	-2%	-3%	5%	17%	1	-2%	-8
CC(C)c1ccc(OC(=O)c2ccc3c(=O)n4c(nc3c2)CCC4)cc1	0%	8%	·	-2%	·	-9%	·
COc1ccc(-c2cc(C3CCN(c4ccc(C(C)=O)cc4[N+](=O)[O-])CC3)[nH]n2)cc1	?	?	4%	?	-1	?	-4
COc1ccc(/C=N\NC(=O)c2ccccc2OC)cc1COc1c(F)c(F)c(F)c(F)c1F	-2%	0%	-5%	-5%	12*	?	19
CC(=O)c1cc2c(cc1NS(=O)(=O)c1ccc(C)cc1)OCO2	-15%	·	6%	0%	6	?	28
CC(C)CN(C(=O)CN1CCN(c2ccccc2O)CC1)c1c(N)n(CC(C)C)c(=O)[nH]c1=O	17%	-11%	2%	17%	-1	11%	-8
O=C(CN1C2CCC1CC(NC(=O)Nc1ccccc1)C2)NCc1ccco1 (centres undefined)	1%	-5%	4%	-2%	15	30%[activator]	34
Cc1ccc(NNC(=O)Nc2ccc(Cl)cc2)nn1	-30%	33%[activator]	4%	38%[activator]	1	27%	-10
N#Cc1ccc(CN2CCN(C(=O)c3cc(Cl)c4c(c3)OCCO4)CC2)cc1	1%	?	·	-4%	·	9%	·
C=CCNS(=O)(=O)c1ccc(C(=O)OCc2cc(=O)oc3cc(OC)ccc23)cc1	-2%	-15%	1%	9%	-5	-15%	-8
CCOC(=O)CNC(=O)Nc1cccc(Cl)c1C	0%	5%	2%	-7%	-1	121%[activator]	-8
CC(C)C[C@@H](CO)N1CCNCCC1=O	-19%	23%	-3%	1%	-1	100%[activator]	-12
O=S(=O)(c1cc(F)cc(F)c1)N1CCN(c2ncccn2)CC1	-4%	-21%	-2%	6%	-5	0%	-7
CCOC(=O)N/N=C\c1ccc(OC(=O)c2ccc3c(c2)OCO3)cc1	-2%	-6%	-4%[11.5 µM]	-1%	42*	2%	35
COc1ccc(CCC(=O)Nc2cc3c4c(c2)CC(=O)N4CCC3)cc1	12%	?	·	-8%	·	?	·
COc1ccc(C(=O)NC(=S)Nc2cccc(Cl)c2N2CCOCC2)cc1[N+](=O)[O-]	4%	?	1%	18%	11	?	-10
O=c1c2c(-c3cccc([N+](=O)[O-])c3)ccnc2[nH]n1-c1ccccc1	3%	14%	0%	0%	-1	0%	-5
CC1CCCC(C)N1C(=O)COC(=O)c1cc([N+](=O)[O-])ccc1N1CCOCC1 (centres undefined)	-1%	-1%	·	7%	·	-11%	·
C=CCNC(=O)COC(=O)COc1ccc(Cl)cc1	-1%	0%	12%	4%	0	2%	-13
Cc1ccccc1NC(=S)N(CCN1CCCCC1)Cc1ccco1	-6%	9%	2%	-1%	-1	?	-10
CC(C)C(C(=O)NCC1CCCO1)N(C(=O)CNS(=O)(=O)c1ccc(F)cc1)C1CCCCC1 (centres undefined)	-1%	-10%	-4%	-7%	1	3%	8
Cc1cc(C)c2nc(N3CCCC(C(=O)NCCN4CCOCC4)C3)sc2c1 (centres undefined)	-6%	29%	-1%	2%	36*	18%	46*
CC(C)=CCN1CCN(CCCc2ccccc2)CC1CCO (centres undefined)	5%	1%	0%	10%	-1	?	-4
CCOC(=O)c1ccc(-c2c(-c3ccc(OC)cc3)oc(=O)c3cc(OC)c(OC)cc23)cc1F	1%	?	·	5%	·	?	·
New compounds follow:
SMILES	Tb PYK inh	Pf growth 48h	LmPK inhibitor	AMA1-RON2 inh	CHX counter	Pf growth 96h	Shiga inhibitor
Cc1ccc(NC(=O)CSc2nnc(CNC(=O)c3ccco3)o2)cc1Cl	-6%	5%	3%	2%	-2	-14%	-6
CN1N=C(C(=O)N2CCc3c([nH]c4ccccc34)C2c2ccccc2Cl)CCC1=O (centres undefined)	-9%	1.7µM*	-9%	-19%	43*	10µM*	74*
CCCCCCN1C2=NCCN2c2ccccc21	-5%	15µM*	2%	-3%	-3	·	-21
Cc1n[nH]c(C)c1Cc1c(F)cccc1Cl	0%	-3%	3%	-3%	8	15%	10
COc1ccc(C(=O)NC2CCSC2=O)cc1 (centres undefined)	10%	9%	-3%	32%[activator]	6	-28%	25
CCOc1cc(/C=C2/C(=N)N3N=C(C)SC3=NC2=O)ccc1OS(=O)(=O)c1ccc(C)cc1	10%	16%	0%	52%[activator]	-7	-1%	23
Cc1cc[n+](CC(=O)Nc2ccccc2)cc1	3%	?	-1%	-1%	3	?	·
c1ccc(CC2CCN(C(c3cccs3)c3nnnn3C3CCCC3)CC2)cc1 (centres undefined)	2%	1.9µM*	3%	-4%	0	·	-12
CCCC1CCc2c(sc(N)c2C(N)=O)C1 (centres undefined)	?	·	0%	2%	-3	?	-12

Retrieved one by one from the entries so far:
SMILES	Tb PYK inh	Pf growth 48h	LmPK inhibitor	AMA1-RON2 inh	CHX counter	Pf growth 96h	Shiga inhibitor
CCCC1CCc2c(sc(N)c2C(N)=O)C1 (centres undefined)	?	·	0%	2%	-3	?	-12
CCCCCCN1C2=NCCN2c2ccccc21	-5%	15µM*	2%	-3%	-3	·	-21
CN1N=C(C(=O)N2CCc3c([nH]c4ccccc34)C2c2ccccc2Cl)CCC1=O (centres undefined)	-9%	1.7µM*	-9%	-19%	43*	10µM*	74*
CCOc1cc(/C=C2/C(=N)N3N=C(C)SC3=NC2=O)ccc1OS(=O)(=O)c1ccc(C)cc1	10%	16%	0%	52%[activator]	-7	-1%	23
Cc1ccc(NC(=O)CSc2nnc(CNC(=O)c3ccco3)o2)cc1Cl	-6%	5%	3%	2%	-2	-14%	-6
Cc1n[nH]c(C)c1Cc1c(F)cccc1Cl	0%	-3%	3%	-3%	8	15%	10
Cc1cc[n+](CC(=O)Nc2ccccc2)cc1	3%	?	-1%	-1%	3	?	·

One compound at a time, from the list above:
`CCCC1CCc2c(sc(N)c2C(N)=O)C1` (centres undefined) as listed: Tb PYK inh: ?; Pf growth 48h: ·; LmPK inhibitor: 0%; AMA1-RON2 inh: 2%; CHX counter: -3; Pf growth 96h: ?; Shiga inhibitor: -12
`c1ccc(CC2CCN(C(c3cccs3)c3nnnn3C3CCCC3)CC2)cc1` (centres undefined) as listed: Tb PYK inh: 2%; Pf growth 48h: 1.9µM*; LmPK inhibitor: 3%; AMA1-RON2 inh: -4%; CHX counter: 0; Pf growth 96h: ·; Shiga inhibitor: -12
